Compound activity deposited in PubChem BioAssay by The Scripps Research Institute Molecular Screening Center.
CHO-K1 Ca antag: nonselective inhibitor or artifact in parental CHO-K1 cells | actives 0.6% (n = 360,000) | ATP-induced calcium, Fluo-8 fluorescence | AID 602250 | inhibition, % at 3 µM;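 active = inhibition above a per-plate cutoff, the plate's mean sample inhibition plus 3 SD, cut at about 24% in these data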;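 note: 0% = DMSO plus EC80 ATP and 100% = DMSO alone without ATP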
CHO-K1 Ca PAM: M1 PAM counterscreen hit in parental CHO-K1 cells. activation, % at 3 µM. AID 602247. ATP EC20, Fluo-8 calcium fluorescence; 0% at ATP EC20, 100% at ATP max. actives 0.02% (n = 360,000);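 active = activation above the run cutoff, the mean activation of all test compounds plus 3 SD, cut at about 40% in these data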;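 note: peak over basal fluorescence ratio in a 140 s read after ATP addition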
CHRM1 antagonist: blocks human M1 muscarinic receptor; actives 1.3% (n = 360,000); P11229; CHO-K1 hM1, Fluo-8 calcium fluorescence, ACh EC80 antagonist; AID 588852; inhibition, % at 3 µM;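 active = percent inhibition above its own plate's cutoff, namely the mean of that plate's compound wells plus 3 SD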;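 note: peak over basal fluorescence ratio during 140 s after agonist addition; 0% = ACh EC80 plus DMSO and 100% = DMSO alone without agonist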
Target sequence (P11229 whole entry, looked up): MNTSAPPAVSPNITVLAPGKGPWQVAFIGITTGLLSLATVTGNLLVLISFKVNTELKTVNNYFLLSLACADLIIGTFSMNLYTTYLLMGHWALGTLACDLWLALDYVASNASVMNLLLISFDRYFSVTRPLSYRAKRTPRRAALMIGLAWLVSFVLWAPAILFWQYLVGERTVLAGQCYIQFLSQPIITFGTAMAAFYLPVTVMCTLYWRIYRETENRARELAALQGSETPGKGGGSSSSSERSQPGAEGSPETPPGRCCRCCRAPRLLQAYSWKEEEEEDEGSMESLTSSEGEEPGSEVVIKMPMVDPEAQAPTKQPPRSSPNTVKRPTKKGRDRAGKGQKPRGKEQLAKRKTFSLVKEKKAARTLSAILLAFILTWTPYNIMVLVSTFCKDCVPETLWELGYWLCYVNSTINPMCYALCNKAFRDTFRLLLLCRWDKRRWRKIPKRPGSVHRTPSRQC
M1 PAM: positive allosteric modulators of human M1 muscarinic receptor; P11229; actives 0.088% (n = 360,000); CHO-K1 hM1, Fluo-8 calcium fluorescence, ACh EC20; 0% = ACh EC20, 100% = maximal ACh; activation, % at 3 µM; in the data active = activation above about 19%, passing the limit was not always enough
TAAR1 antagonist: antagonists of human TAAR1; Q96RJ0; CHO RD-HGA16 TAAR1, Fluo-8 calcium fluorescence, antagonist; inhibition, % at 3 µM; actives 1.5% (n = 360,000); AID 624466;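 active = inhibition above a per-plate cutoff, the mean inhibition of test compounds on that plate plus 3 SD, cut at about 49% in these data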;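 note: 0% = DMSO plus EC80 beta-PEA response and 100% = DMSO alone without agonist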
Target sequence (Q96RJ0 whole entry, looked up): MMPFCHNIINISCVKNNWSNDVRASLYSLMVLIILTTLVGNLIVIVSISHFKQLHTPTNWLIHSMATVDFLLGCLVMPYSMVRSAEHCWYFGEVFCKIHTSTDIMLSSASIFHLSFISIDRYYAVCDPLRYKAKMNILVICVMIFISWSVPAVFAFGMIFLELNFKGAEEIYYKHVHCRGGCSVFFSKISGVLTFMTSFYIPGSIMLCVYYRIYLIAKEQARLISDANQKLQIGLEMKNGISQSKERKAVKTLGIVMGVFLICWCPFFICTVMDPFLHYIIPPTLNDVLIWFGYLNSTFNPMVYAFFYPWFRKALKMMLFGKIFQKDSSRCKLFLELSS
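System: RD-HGA16 CHO cells with stable hTAAR1 and Gα16 | Probe or stimulus: EC80 β-phenethylamine stimulus | Dosing: 3 µM, single point | Times: Dye loading 75 min at 37 °C, then 30 min room temperature | Measured by: Fluo-8 calcium-sensitive fluorescence | Read-out basis: % inhibition of agonist calcium response | Replicates: n of 1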
CHO-K1 Ca ag: nonselective activator or artifact in parental CHO-K1 cells; AID 602248; actives 0.48% (n = 360,000); Fluo-8 calcium fluorescence; scaled to maximal ATP response, vehicle zero; activation, % at 3 µM; in the data active = activation above about 15%;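 note: untransfected CHO-K1 host cells lacking M1 receptor as counterscreen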
TAAR1 ag: human TAAR1 agonism; Q96RJ0; activation, % at 3 µM; actives 0.99% (n = 360,000); CHO RD-HGA16 TAAR1, Fluo-8 calcium fluorescence; vehicle wells 0%, saturating PEA agonist 100%;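 active = activation above the mean activation of all test compounds in the run plus 3 SD, cut at about 38% in these data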
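Signal – calcium-sensitive Fluo-8 signal, excitation 470-495, emission 515-575 nm · System – RD-HGA16 (CHO) cells co-expressing Gα16 and hTAAR1 · Incubation – 17-24 h seeding, 75 min 37 °C dye, 30 min RT · Compound dosing – 3 µM single concentration · Repeats – no replicates (n 1)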
CHO parental Ca: signal in parental CHO cells, OX1R antagonist counter-screen. parental CHO-K1, ATP-induced calcium, Fluo-8 fluorescence. inhibition, % at 5.6 µM. actives 0.63% (n = 330,000);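 active = inhibition above that plate's mean sample inhibition plus 3 SD, cut at about 26% in these data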;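 note: 0% = ATP-challenged DMSO wells and 100% = DMSO wells without ATP; some compounds past the cut are filed as inactive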
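Test system: untransfected parental CHO cell line. Compound: one dose, 5.6 µM nominal. Detection: intracellular calcium via Fluo-8 no-wash fluorescent dye. Measure: % inhibition. Benchmarks: ATP-challenged DMSO wells low, unchallenged DMSO wells high.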
M1 ag: activates human CHRM1 receptor. actives 0.33% (n = 360,000). AID 588814. CHO-K1 hM1, Fluo-8 calcium fluorescence, agonist mode; 0% DMSO, 100% acetylcholine EC100. P11229. activation, % at 3 µM;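 active = activation above the run's mean compound activation plus 3 SD, cut at about 16% in these data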;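 note: peak over basal fluorescence ratio within a 140 s kinetic read after compound addition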
An asterisk follows results filed as active; · = no result given.

SMILES	CHO-K1 Ca antag	CHO-K1 Ca PAM	CHRM1 antagonist	M1 PAM	TAAR1 antagonist	CHO-K1 Ca ag	TAAR1 ag	CHO parental Ca	M1 ag
O=C(COc1ccccc1)N1CCN(C(=O)c2cccs2)CC1	-2	11	-17	1	-9	0.5	16	-8	-2
CCc1cc(C(=O)N2CCCC(C(=O)c3cccc4ccccc34)C2)n(C)n1 (stereo unspecified)	-8	10	3	-1	-1	7.9	2	-10	-2
Cc1cccc(OC(C)C(=O)Nc2cc(S(=O)(=O)N3CCCCC3)ccc2C)c1 (stereo unspecified)	-23	11	-6	5	1	-0.4	-1	-14	-6
COc1ccc(C(=O)On2c(-c3ccc(Br)cc3)nc3ccccc3c2=O)cc1	-3	22	-5	4	5	0.8	10	-13	-7
O=c1c2c([N+](=O)[O-])cc([N+](=O)[O-])cc2sn1Cc1ccccc1	-4	-21	1	1	28	2.0	32	54*	1
Cc1cc(OCC(=O)N2CCc3ccccc3C2)c(C)cc1Br	-2	13	-7	1	25	1.6	2	·	-1
CCN(C[C@H]1N[C@@](Cc2ccccc2)(C(=O)OC)[C@H]2C(=O)N(C)C(=O)[C@@H]12)C(=O)c1ccccc1	2	11	0	2	-5	0.9	0	-16	-3
CCCN(CCC)C1=N/C(=C\c2ccco2)C(=O)N1c1ccccc1	-11	13	-13	12	14	0.5	14	-23	-1
CC(C)NC(=O)c1ccccc1NC(=O)Cc1ccc(Br)cc1	-3	-4	-6	5	0	1.4	0	-23	-3
Cc1cc(NC(=O)C(C)SCC(=O)N(C)CC(=O)Nc2ccc(Br)cc2C)no1 (stereo unspecified)	-4	3	-1	1	6	0.0	-1	-23	-5
COc1cccc(-c2nnc(NC(=O)c3ccco3)s2)c1	8	-22	13	-7	10	0.3	4	-17	0
NC(=O)COC(=O)c1cccc(S(=O)(=O)N2CCN(c3ccc(F)cc3)CC2)c1	4	17	-3	9	14	2.2	5	-1	8
CC1(c2ccccc2)NC(=O)N(CC(=O)Nc2ccccc2C(=O)NC2CC2)C1=O (stereo unspecified)	-15	10	-20	12	-15	2.5	3	-18	-2
CCc1cc2c(=O)c(-c3nc4ccccc4n3C)coc2c(CN2CCCCC2)c1O	-5	7	-9	1	-10	0.3	-1	·	-4
CC(NS(=O)(=O)c1ccccc1)C(c1cccs1)N1CCN(c2ccccc2)CC1 (stereo unspecified)	-3	-5	2	2	3	-0.4	3	-25	0
CCCCSc1nnc(-c2cc3c(C(F)(F)F)nn(C)c3s2)n1C	-7	24	-13	7	-8	0.5	11	-32	-4
Cc1cc(C)c2c(CN3CCN(Cc4ccccc4)CC3)cc(=O)oc2c1	-2	-4	28	-20	-16	17*	3	·	-1
Cc1ccccc1CNC(=O)C(=O)NCC1CCCN1S(=O)(=O)c1cccs1 (stereo unspecified)	0	-24	6	-3	-6	0.8	1	·	-5
COc1ccc(CN2CCN(CC(=O)Nc3ccccc3C(=O)NC3CC3)CC2)cc1F	-26	20	-11	3	-2	1.7	15	-13	-6
Cc1ccc(/C=C/C(=O)Nc2ccc(Oc3ccccc3)cc2)o1	-5	16	-1	-1	45	3.2	-1	-4	-4

Pulled by compound from the entries so far (2):
SMILES	CHO-K1 Ca antag	CHO-K1 Ca PAM	CHRM1 antagonist	M1 PAM	TAAR1 antagonist	CHO-K1 Ca ag	TAAR1 ag	CHO parental Ca	M1 ag
Cc1cc(C)c2c(CN3CCN(Cc4ccccc4)CC3)cc(=O)oc2c1	-2	-4	28	-20	-16	17*	3	·	-1
O=c1c2c([N+](=O)[O-])cc([N+](=O)[O-])cc2sn1Cc1ccccc1	-4	-21	1	1	28	2.0	32	54*	1

Next entries.
SMILES	CHO-K1 Ca antag	CHO-K1 Ca PAM	CHRM1 antagonist	M1 PAM	TAAR1 antagonist	CHO-K1 Ca ag	TAAR1 ag	CHO parental Ca	M1 ag
CC1=CCC2C(=O)N(c3ccc(C(=O)Nc4ccccc4Cl)cc3)C(=O)C2C1 (stereo unspecified)	-4	0	1	0	14	3.0	6	-4	-4
NC(=O)c1ccc(Cn2c(C(=O)c3cc(Cl)c(N)c(Cl)c3)c3ccccc3[n+]2[O-])cc1	-17	13	-10	13	1	1.1	23	-9	3
COc1ccc(OC)c(-c2cc(C(F)(F)F)c3c(n2)sc2c(O)cc(=O)[nH]c23)c1	-2	24	-1	1	10	6.6	3	-2	-2
CSc1ncccc1C(=O)Nc1cccc(S(=O)(=O)N(C)c2ccccc2)c1	-20	13	-6	1	35	6.5	11	-23	-4
O=C(OCc1nnc(-c2ccccc2)o1)c1ccc2ccccc2n1	30*	-8	16	-7	3	-0.1	3	-9	-5
O=C1COc2ccc(C(=O)CSc3ccccc3C(=O)O)cc2N1	-15	14	-7	0	-11	1.1	1	-10	0
CCN(CC)S(=O)(=O)c1cccc(NC(=O)CSc2nc3ccccc3[nH]2)c1	-2	12	-2	1	19	8.1	9	31*	-1
COc1ccc(/C=N/N=C2/NC(=O)C(CC(=O)O)S2)cc1OS(=O)(=O)c1ccccc1 (stereo unspecified)	-8	3	-6	4	4	-0.3	2	-7	-2
COc1ccc2oc(=O)c(-c3nc4ccccc4o3)cc2c1	-1	6	-7	6	6	0.8	3	-9	-3
O=C(c1ccccc1)N1CCN(Cc2cccc(Oc3ccccc3)c2)CC1	-9	16	6	-7	0	2.3	2	-9	-9
COc1ccc(C(Cl)=C(C=O)c2ccc(OC)c(OC)c2)cc1OC	-2	13	-1	20	-17	-0.2	0	·	18*
CCOC(=O)c1c(N)sn(-c2ccccc2C)c1=S	2	-2	34*	-9	19	0.4	0	-10	-4
CN(CC(=O)N1CCc2ccccc21)S(=O)(=O)c1cccc2cccnc12	0	10	-6	-4	38	3.5	8	-1	-1
Cc1cc(F)ccc1S(=O)(=O)N1CCCOC1CNC(=O)C(=O)NCc1ccncc1 (stereo unspecified)	-5	-12	-3	-5	-17	0.5	0	-14	-4
COc1cc(OC)cc(C(=O)NNC(=O)c2nn(C)c(=O)c3ccccc23)c1	-6	7	-13	7	-10	0.1	1	-15	-2
COc1ccccc1-c1sc2ccccc2c1C#CC1(O)CCCCC1	-22	30	-13	16	41	0.9	2	-35	1
CC(=O)NC(Cc1ccccc1)C(=O)N1CCN(C(=O)c2ccco2)CC1 (stereo unspecified)	-3	15	-5	5	·	0.0	·	-1	-4
Cc1cc(NC(=O)CCC(=O)N(c2ccccc2F)C(C(=O)NC2CCCC2)c2ccccc2)no1 (stereo unspecified)	-11	2	-7	7	11	0.1	8	-19	-2
COc1ccc(C2CC(=O)N3CN(c4ccccc4F)CSC3=C2C#N)cc1OC (stereo unspecified)	5	6	0	-1	15	0.3	3	-2	-4
CCn1c(SCCN2CCOCC2)nc2c1c(=O)n(C)c(=O)n2C	-3	0	-6	3	4	0.7	1	-2	-2
COC(=O)CN(c1ccc(OC)cc1)S(=O)(=O)c1ccc(OC)c(OC)c1	-12	18	-9	7	-4	1.3	5	-7	0
O=C(NCCc1cccs1)c1ccc(CS(=O)Cc2cccc(Cl)c2)o1 (stereo unspecified)	-7	2	-3	-7	22	1.1	63*	·	-5
Cc1cc(Cl)ccc1NC(=S)NCCCN1CCCC1=O	-6	18	-6	5	-9	0.8	2	-1	-9
CC(=O)Nc1ccc(SCc2c(C)noc2C)cc1	-1	2	0	16	2	0.5	7	4	8
CCOc1cccc(CNn2cnnc2)c1OCc1ccccc1	11	-1	3	7	13	1.4	16	4	-3
CCOC(=O)c1cnc(-c2ccccc2)nc1Oc1ccccc1	-13	25	-5	3	17	0.7	10	-28	-5
CCCCC(CC)C1OCC(C[N+]2(C)CCOCC2)O1 (stereo unspecified)	-9	14	43*	-21	3	-0.2	1	6	-10
Cc1c(CCOC(=O)CC23CC4CC(CC(C4)C2)C3)sc[n+]1Cc1ccccc1	1	16	99*	-22	-24	2.3	8	-18	-5
N#CCc1nc2ccccc2c(=O)[nH]1	-16	14	-18	4	-26	1.1	1	-7	-1
CCN1CCC2(CC1)N=C(c1ccc(F)cc1)C(=S)N2C(=O)c1ccc(C)cc1	2	9	91*	-26	-4	0.8	14	1	-13
Cc1ccc(C(=O)OCC(=O)c2c[nH]c3ccccc23)cc1S(=O)(=O)N1CCOCC1	-7	4	-14	-1	37	7.9	15	·	1
Cc1cc(C)n2nc(SCC(=O)N(C(C)C)C(C)C)nc2n1	-7	6	0	6	8	0.5	5	-1	-2
COc1ccc2c(c1)C(SCC(=O)NCCc1ccc(Cl)cc1)CC(C)(C)O2 (stereo unspecified)	12	0	5	4	62*	4.0	6	2	3
CSc1nc(C)c2c(n1)N(c1ccc(O)cc1)CC2	-4	22	-10	18	0	-0.3	-1	-14	-1
Cc1ccc(-c2ccc3c(c2)O[C@H](CN(C)Cc2cncnc2)[C@@H](C)CN([C@H](C)CO)S3(=O)=O)cc1	-7	24	-9	1	11	2.8	2	·	-7
COc1cc(C(=O)NCC2CCCCC2)cc(OC)c1OC	2	6	-3	1	30	4.5	5	-5	-4
Cc1cc(C(=O)N2CCC(CO)(Cc3cccc(C(F)(F)F)c3)CC2)n[nH]1	-10	21	-3	3	-8	6.4	7	-14	0
Cc1cc2nc(C)n(CCCN)c2cc1C	0	7	3	3	-7	0.1	12	-7	-6
Cc1ccc(-c2cnc3c(c2)C(=O)N([C@H](C)CO)C[C@H](C)[C@@H](CN(C)Cc2ccccc2F)O3)cc1	-5	15	-4	-15	-21	0.7	-1	·	-9
COc1ccc(C(N)c2csc(NC(=O)Nc3ccccc3C(C)(C)C)n2)cc1 (stereo unspecified)	-5	12	3	1	-2	0.6	13	·	-3
CCOc1ccc(-c2cnc(SCC(N)=O)nc2N)cc1	0	10	-2	9	2	0.0	6	-7	-1
CSC1=NCCCN1C(=O)c1c(-c2ccccc2Cl)noc1C	6	12	-10	11	-5	0.4	7	-2	-1
COC(=O)c1cnc(NNS(=O)(=O)c2ccc(Cl)cc2)nc1C(F)(F)F	-8	23	-9	2	-13	2.8	3	-18	-4
Cc1ccc(-c2nnn(CC(=O)N(c3ccc(F)cc3)C(C(=O)NC3CCCC3)c3ccncc3)n2)o1 (stereo unspecified)	-15	-6	-16	8	-11	2.6	-1	-11	-3
CCC1CCCCN1CCCNC(=O)CN1C(=O)COc2ccccc21 (stereo unspecified)	-6	23	-2	1	-27	0.5	8	14	-5
COc1ccc(CCNC(=O)c2ccc3c(=O)n4c(nc3c2)CCC4)cc1OC	11	-25	-7	3	-7	-0.4	1	·	1

Copied from the list.
Reading of CCOc1ccc(-c2cnc(SCC(N)=O)nc2N)cc1 in M1 ag: -1
Reading of COC(=O)c1cnc(NNS(=O)(=O)c2ccc(Cl)cc2)nc1C(F)(F)F in M1 ag: -4
